Hsp70 inhibitors: small molecules displacing fluorescent ligand from Hsp70 – biochemical, fluorescence polarization, primary screen (AID 583); Hsp70 fluorescence polarization probe displacement, mP; higher % means a stronger effect; displacement, % at 20 µM; hits with a dose series show IC50 in µM; 0.06% of 140,000 active; in the data active = displacement above about 50%;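 note: plate controls were vehicle for no effect and reference ligand for full effect; a part of the inactive calls stands beside numbers as strong as those of hits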
Rat MKP-3 inhibitors: MKP-3 phosphatase inhibitors, primary screen, biochemical, rat enzyme, in vitro (AID 425). 0.17% of 110,000 active. one-dose inhibition, % at 20 µM; IC50 in µM for titrated hits. recombinant MKP-3 phosphatase activity, fluorescence; higher % means a stronger effect; in the data active = inhibition above about 50%;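 note: plate controls were vehicle for no effect and reference inhibitor for full effect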
Numbers without * were called inactive; . = no result given; & = joins results of further samples. An excerpt. The share of hits here may be higher or lower than overall.

| Rat MKP-3 inhibitors | Hsp70 inhibitors | structure |
| --- | --- | --- |
| -1.8% | 0.0% | COc1cc(OC)c(C=Nc2cccc(C(N)=O)c2)cc1Br |
| . | 3.5% | COc1ccc(S(=O)(=O)NCCSC(C)(C)C)cc1 |
| -1.4% | 9.8% | CC(C)n1c(SCC(=O)c2ccc3c(c2)OCCO3)nc2c1c(=O)n(C)c(=O)n2C |
| 3.8% | -5.3% | CCOc1ccccc1NC(=O)c1cc(Cl)ccc1Cl |
| -3.6% | 3.5% | COc1ccccc1NC(=O)c1ccc(S(=O)(=O)N2CCOCC2)cc1 |
| . | 0.8% | O=C(O)c1ccccc1CSc1ncn[nH]1 |
| 0.9% | 2.9% | CC(C)C(C(=O)O)N1C(=O)/C(=C/c2ccc(C(=O)O)cc2)SC1=S (stereo not drawn) |
| 3.7% | -1.8% | COc1ccc(C2C(C(=O)OC3CCCCC3)=C(C)NC3=C2C(=O)CCC3)c(OC)c1 (stereo not drawn) |
| . | 1.5% | CS(=O)(=O)c1nc(-c2ccc(Br)cc2)cc(-c2ccccc2)c1C#N |
| 1.4% | 3.6% | CC(=O)Nc1cc(-c2nc3ccccc3s2)ccc1Cl |
| . | 4.1% | CCCn1c(=N)n(CCOCCOCCn2c(=N)n(CCC)c3ccccc32)c2ccccc21 |
| 2.5% | 0.6% | CCCOc1ccc(C(CC(=O)O)NS(=O)(=O)c2ccc(NC(C)=O)cc2)cc1 (stereo not drawn) |
| 1.3% | -5.2% | CCOC(=O)c1c(NC(=O)COc2cc(C)ccc2C(C)(C)C)sc(C(C)=O)c1C |
| -1.1% | 31.3% | COc1ccc(-n2c(Cc3cccn3C)nnc2SCC(=O)N2CCC(C)CC2)cc1 |
| 2.1% | 0.5% | CC(=O)Nc1ccc(/C=C2\SC(=S)N(C)C2=O)cc1 |
| 2.6% | -4.4% | COc1ccc(OC)c(NS(=O)(=O)c2ccc3c(c2)CCC(=O)N3)c1 |
| 4.1% | . | CCCN(c1ccc(C(C)C)cc1)S(=O)(=O)c1c(C)noc1C |
| -4.9% | 5.2% | C=CCn1c(=O)c(C(=O)NCCc2ccccc2)c(O)c2ccccc21 |
| . | 0.7% | CN(C)CCNc1oc(COc2ccc(Cl)cc2Cl)nc1C#N |
| -5.3%&3.2% | 2.1%&-1.1% | CCOC(=O)c1nnn(-c2nonc2N)c1-c1ccccc1 |
| . | 3.3% | CCC(=C(c1ccc(OC)cc1)c1ccc(OC)cc1)c1cn(CC(O)CN2CCN(C)CC2)c2ccccc12 (stereo not drawn) |
| 0.0% | 0.0% | CCC(C)NC(=O)C(NS(=O)(=O)c1ccc2c(c1)c(=O)n(C)c(=O)n2C)c1ccccc1 (stereo not drawn) |
| -7.7% | -1.8% | CCOc1ccc(OCC)c(NC(=O)C2C3C=CC(O3)C2C(=O)NCc2ccco2)c1 (stereo not drawn) |
| -0.3% | -5.6% | N/C(=N\OC(=O)c1cccc(F)c1)c1cccnc1 |
| -0.1% | 3.0% | O=C(O)COc1ccc2c(c1)OCCO2 |
| 7.0% | 3.1% | CCOC(=O)c1ccc(NC2c3ncccc3C(=O)N2Cc2ccc(F)cc2)cc1 (stereo not drawn) |
| 2.2% | -2.9% | CCN(CCCNC(=O)C1CCN(S(=O)(=O)c2cnc[nH]2)CC1)c1ccccc1 |
| 0.6% | 2.0% | COc1ccc(C(=O)NC(Oc2ccc(Cl)cc2)C(Cl)(Cl)Cl)cc1OC (stereo not drawn) |
| . | 12.0% | Cc1cc(C)c2c(=O)[nH]c(SCC(=O)c3ccc(C(C)C)cc3)nc2n1 |
| 10.3% | . | CCOC(=O)N1CCC(NC(=O)C2CCN(S(=O)(=O)c3c(C)noc3C)CC2)CC1 |
| -11.5% | 2.0% | CCC(CC)C(=O)Nc1cccc(C(=O)N2CCOCC2)c1 |
| 0.1%&-4.3% | -1.6%&-0.7% | CCOC(=O)C1Cc2cc3c(cc2C1=O)CC(C(=O)OCC)C3=O (stereo not drawn) |
| 2.6% | 3.4% | CC(c1ccccc1)n1cc(C(=O)NCCN2CCOCC2)nn1 (stereo not drawn) |
| -2.0%&-0.9% | -0.8%&2.6% | Cc1c(Cl)cccc1N1CC(C(=O)Nc2nccs2)CC1=O (stereo not drawn) |
| -4.5% | 9.0% | COCCCNC(CC(=O)Nc1ccccc1C(=O)OC)C(=O)O (stereo not drawn) |
| 2.6% | -0.3% | COc1ccc(Cl)cc1C(=O)Nc1cc([N+](=O)[O-])ccc1Cl |
| -1.6% | 5.7% | O=C(Nc1ccc(Br)cc1)c1ccc(S(=O)(=O)N2CCCC2)cc1 |
| 9.7% | 0.9% | COc1ccc2c(c1OC)C(=O)OC2CC(=O)c1cc(Cl)ccc1O (stereo not drawn) |
| -16.9% | 4.6% | Cc1ccc(S(=O)(=O)N2CCOCC2)c(C)c1-n1cnnn1 |
| -13.5% | 11.0% | CCOC(=O)c1ccc(NC(=O)CSc2nc(C)cc(=O)[nH]2)cc1 |
| -1.8% | 0.4% | CC(C1CC1)N(Cc1ccccc1)C(=O)c1ccc(F)cc1 (stereo not drawn) |
| . | 4.6% | CCCCNC(=O)CSc1nc2n[nH]c(C)c2c(=N)n1-c1cccc(Cl)c1C |
| -0.8% | 5.0% | COc1cc(/C=c2/sc3nc4ccccc4n3c2=O)cc(Br)c1OC |
| . | 1.9% | CC(=O)N1CN(S(=O)(=O)c2ccc(C)cc2)CC1C (stereo not drawn) |
| 1.9% | -1.1% | O=C(c1ccco1)N1CCN(C(=O)C2CCN(S(=O)(=O)c3cccs3)CC2)CC1 |
| 3.6% | -2.1% | c1ccc(-c2nnc3ccc(N4CCC5(CC4)OCCO5)nn23)cc1 |
| -0.1% | 6.0% | COC(=O)CN(c1ccc(Cl)c(Cl)c1)S(=O)(=O)c1ccccc1 |
| 0.8% | 2.9% | O=C(COc1ccccc1)NCC(=O)N/N=C/C(Br)=C/c1ccccc1 |
| -5.1% | -3.8% | Cc1ccc(OCC(=O)Nc2cc3nn(-c4ccc(C)cc4)nc3cc2C)cc1 |
| 2.3% | 4.0% | COc1ccc(S(=O)(=O)N(C)CC(=O)Nc2ccccc2C(F)(F)F)cc1 |
| -15.0% | 2.4% | CCOc1cc(N2CCOCC2)c(OCC)cc1NC(=O)CCC1CCCC1 |
| -7.2% | 3.6% | COc1ccc(NS(=O)(=O)c2cccc(-c3nnc4n3CCCCC4)c2)cc1 |
| 4.6% | -4.1% | CN1CCN(C(=O)c2ccc3c(=O)n(CCc4ccccc4)c(=S)[nH]c3c2)CC1 |
| . | 1.2% | CCOc1ccc(-c2nc(-c3cccnc3)no2)cc1 |
| 5.4% | 1.7% | CC(C)CN(CC(C)C)C(=O)c1ccccc1Br |
| . | 8.6% | O=C(c1cn(-c2ccccc2)nc1-c1cccs1)N1CCN(c2ccccc2)CC1 |

Later entries.
| Rat MKP-3 inhibitors | Hsp70 inhibitors | structure |
| --- | --- | --- |
| . | 2.5% | O=C1Nc2ccccc2/C1=N\c1sc2c(c1C(=O)Nc1ccccc1)CCCC2 |
| 2.5% | 1.8% | OC1(Cc2ccn[nH]2)CCCCC1 |
| 2.0% | -5.9% | COc1ccc(CCNC(=O)c2ccc(I)cc2)cc1 |
| . | 0.2% | COc1cccc(OC)c1C(=O)Nc1cc(C)on1 |
| 3.2% | 1.5% | COc1ccc(S(=O)(=O)Nc2ccc(Br)cc2F)cc1 |
| 3.2% | -3.2% | COC(=O)c1ccc(OC(=O)CN2C(=O)c3cccc([N+](=O)[O-])c3C2=O)cc1 |
| 0.2% | -0.6% | O=C1NN(c2ccc(Cl)c(Cl)c2)C(=O)/C1=C/c1ccccc1O |
| -11.7% | 0.6% | O=C(NC1CCCC1)C1CCCN1S(=O)(=O)c1cccc2cccnc12 (stereo not drawn) |
| 8.4% | -2.0% | Nn1c(SCC(=O)Nc2ccc(F)cc2F)nnc1-c1cccnc1 |
| -7.4% | 0.2% | CCCCCn1c(CN2CC(C)OC(C)C2)nc2c1c(=O)n(C)c(=O)n2C (stereo not drawn) |
| . | -2.9% | COc1ccc(C(=O)CN2C(=O)NC(C)(c3ccccc3)C2=O)cc1OC (stereo not drawn) |
| . | 1.5% | C=CCOC(=O)Nc1snnc1C |
| -6.7% | 3.8% | COc1ccc(OCC(=O)Nc2ccccc2C(=O)N2CCCC2)cc1 |
| -2.6% | 1.6% | Cn1[nH]c(=O)c2ccccc2c1=O |
| -0.1% | 4.0% | COc1ccc(N2CCN(C(=O)Cn3nnc(-c4cccs4)n3)CC2)cc1 |
| 3.1% | 2.8% | COc1ccc(/C=C/C(=O)NC(C)Cc2ccccc2)cc1OC (stereo not drawn) |
| 3.5% | -3.1%&-0.4% | CN1CCC(=NNC(=O)C(=O)NC2CCCC2)CC1 |
| 5.7% | . | CN(CCCNC(=O)CN1C(=O)CC(C)(C)S(=O)(=O)c2ccccc21)C1CCCCC1 |
| -5.5% | 0.2% | O=C(NCc1ccc(N2CCCC2=O)cc1)c1cn(CCc2ccccc2)nn1 |
| -5.7% | -5.0% | COC(=O)Nc1nnc(Cc2ccc(OC)cc2)s1 |
| -4.4% | 2.2% | O=C(Nc1cc2nn(-c3ccccc3)nc2cc1Cl)c1ccco1 |
| 3.1% | -4.7% | CCOC(=O)/C=C/C(=O)Nc1nc(-c2ccc(C)cc2)cs1 |
| . | 4.7% | CCCCNCc1cc(OCC)c(OCC(N)=O)cc1Br |
| 2.3% | -1.4% | CC(C(=O)OCc1nnc(-c2ccccc2)o1)N1C(=O)c2ccccc2C1=O (stereo not drawn) |
| -7.8% | 5.8% | Cc1nc(N2CCc3ccccc3C2)[nH]c(=O)c1CCC(C)C |
| 6.0% | -2.3% | O=C1NN(c2ccccc2)C(=O)/C1=C/c1ccc(-c2ccccc2Cl)o1 |
| -3.1% | -1.0% | COc1cccc(-c2nnc(NC(=O)c3ccccc3Br)o2)c1 |
| . | -5.4% | OCCNc1nc(Nc2ccccc2)nc2ccccc12 |
| 11.2% | 5.3% | O=c1c2c3nc4ccccc4nc3n(-c3ccc4c(c3)OCCO4)c2ncn1C1CCCC1 |
| 3.2% | 3.2% | COCCN(CC(=O)Nc1ccccc1)S(=O)(=O)c1ccc(S(=O)(=O)N2CCCC2)cc1 |
| -2.1% | -0.3% | Cc1nc(SCC(=O)Nc2ccc(F)cc2)c2oc3ccccc3c2n1 |
| -1.2% | 5.7% | CCNC(=O)C(=O)Nc1ccc(OC)cc1 |
| -8.0% | -10.1% | CCCC(=O)Nc1nn(CCC)c2nc3ccccc3cc12 |
| 0.4% | 1.3% | O=C(c1ccc(Br)o1)N1CCN(c2ccc(Cl)cc2)CC1 |
| -1.5% | 0.2% | CCOC(=O)c1sc(NC(=O)COC(=O)Cn2cnc3ccccc32)c(C(=O)OCC)c1C |
| -0.7% | 6.4% | COc1ccc(OC)c(/C=C2\C(=O)NN(c3ccc(Cl)c(Cl)c3)C2=O)c1 |
| . | -0.9% | CCC(=O)N(CCC(c1ccco1)c1ccccc1OC)Cc1cccs1 (stereo not drawn) |
| -11.3% | 2.9% | CCn1c(=O)n(CC)c2cc(S(=O)(=O)N3CCOCC3)ccc21 |
| 1.9% | -1.1% | O=C(CSc1nnc(-c2ccccc2)c(-c2ccccc2)n1)Nc1nccs1 |
| 0.5% | -1.7% | Cc1cc(C)n(C(=O)CNC(=O)c2ccc(Cl)cc2)n1 |

The final 7 records of the section before come first, to join the parts.
| Rat MKP-3 inhibitors | Hsp70 inhibitors | structure |
| --- | --- | --- |
| 0.4% | 1.3% | O=C(c1ccc(Br)o1)N1CCN(c2ccc(Cl)cc2)CC1 |
| -1.5% | 0.2% | CCOC(=O)c1sc(NC(=O)COC(=O)Cn2cnc3ccccc32)c(C(=O)OCC)c1C |
| -0.7% | 6.4% | COc1ccc(OC)c(/C=C2\C(=O)NN(c3ccc(Cl)c(Cl)c3)C2=O)c1 |
| . | -0.9% | CCC(=O)N(CCC(c1ccco1)c1ccccc1OC)Cc1cccs1 (stereo not drawn) |
| -11.3% | 2.9% | CCn1c(=O)n(CC)c2cc(S(=O)(=O)N3CCOCC3)ccc21 |
| 1.9% | -1.1% | O=C(CSc1nnc(-c2ccccc2)c(-c2ccccc2)n1)Nc1nccs1 |
| 0.5% | -1.7% | Cc1cc(C)n(C(=O)CNC(=O)c2ccc(Cl)cc2)n1 |
| 5.4% | 4.2% | CC1=CC(C)(C)Nc2cc(C)c(C)cc21 |
| 3.7% | -0.2% | O=C(Nc1ccc(O)cc1)c1ccc2c(c1)C(=O)N(c1ccc([N+](=O)[O-])cc1)C2=O |
| 0.3% | -0.4% | Cc1c(-c2ccc(Cl)cc2Cl)nc2ccccc2c1C(=O)NCc1ccc2c(c1)OCO2 |
| 0.4% | -9.5% | Cc1ccc2nc(/C(C#N)=C\c3cc(Br)ccc3OC(C)C)[nH]c2c1 |
| 4.4% | -0.1% | N#C/C(=C/c1cccc(C(F)(F)F)c1)C(=O)Nc1cccc(Br)c1 |
| . | -0.1% | COc1ccc(C(=O)NCCc2nnc(SCC(=O)Nc3ccc(Br)cc3)n2C)cc1 |
| -1.2% | 2.9% | OC1CC(c2ccccc2)NC(c2ccco2)C1 (stereo not drawn) |
| -1.7% | -1.4% | Cc1[nH]nc2c1C(c1ccccn1)N(c1ccc(Br)cc1)C2=O (stereo not drawn) |
| 2.9% | 20.0% | Cc1cc(C)c2c(CN3CCN(C/C=C/c4ccccc4)CC3)cc(=O)oc2c1 |
| -2.4% | -1.6% | O=C(CN1CCCCC1)Nc1ccccc1NC(=O)CN1CCCCC1 |
| 6.8% | 4.0% | Cc1[nH][nH]c(=O)c1C(c1ccccc1Cl)C(C#N)C#N (stereo not drawn) |
| 2.8% | -3.7% | COCCNC(=O)Cn1cnc2sc(C)c(S(=O)(=O)N3CCC(C)CC3)c2c1=O |
| 1.2% | 2.7% | O=C(Nc1ccc(Cc2ccncc2)cc1)c1ccc2ccccc2c1 |
| -11.5% | -0.8% | Brc1cc2[nH]cnc2c2ccccc12 |
| -5.8% | -5.2% | O=c1c2c(nc3nc(COc4ccccc4)[nH]n13)CCC2 |
| -6.5% | 7.3% | CC(=O)Nc1ccc2cc(S(=O)(=O)O)cc(OS(=O)(=O)c3ccccc3)c2c1 |
